Screening data (PubChem)
NADH coupling – inhibitors of enzymes used to reach an NAD/NADH endpoint. hit rate 0.02% among 65,000. IC50, µM (series often up to 10 µM), for inactives: top-dose inhibition. AID 774. coupled PK/LDH NADH assays, four targets;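 active = single-dose screening hits from any of four coupled enzyme assays that gave an IC50 when retested across doses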;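 also: the DPM-DC format reads NADH fluorescence rather than 340 nm absorbance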
Autofluor 339 – intrinsic fluorescence of library compounds, ex339/em460 – biochemical, MLSMR library, data from DPM-DC assay, artefact control, profiling panel. compound autofluorescence, ex339/em460 nm, NADH buffer; stronger effect = higher value; 1 = no-compound wells, NADH background. fluorescence fold increase at 10 µM. hit rate 5.5% among 65,000;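 active = at 10 µM, mean starting fluorescence two-fold or more over control wells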;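 also: signal is the first read of a kinetic run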
M1 ag – M1 muscarinic receptor agonism; CHO-M1 cells, Fluo-4 calcium fluorescence, agonist mode; stronger effect = higher value; B-score at 10 µM; hit rate 3% among 64,000;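 active = fluorescence rise, raw or as B-score row- and column-corrected plate score, outside the 99.7% band of its plate's samples, either direction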
HTR1A agonist – activates the human 5-HT1a serotonin receptor. AID 567. CHO 5-HT1a Ga15 NFAT-bla reporter, FRET ratio; 0% basal, 100% maximal reference agonist. hit rate 0.56% among 65,000. activation, % at 10 µM. P08908;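 active = activation above the screen-wide mean activation plus 3 SD, cut at about 19% in these data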;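 also: 0% = DMSO wells and 100% = 5-CT at EC100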
E coli RNAP – Escherichia coli RNA polymerase inhibition; P0A8V2; E. coli RNA polymerase, fluorescence transcription assay; inhibition, %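 (tested at 10 µM)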; hit rate 0.2% among 62,000; AID 559; in the data active = inhibition above about 20%;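 also: 0% = enzyme without compound and 100% = no enzyme blank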
Hsp90 inh – displaces geldanamycin probe from tumor Hsp90; NCI-N417 lysate Hsp90, Cy3B-geldanamycin FP displacement; hit rate 0.35% among 64,000; inhibition, % at 30 µM; P07900;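 active = inhibition above 50%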;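 also: 0% = tracer plus lysate wells and 100% = tracer alone without lysate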
M1 antag – blocks the rat M1 muscarinic receptor response to acetylcholine. CHO-M1 cells, Fluo-4 calcium, ACh EC80 antagonist mode; stronger effect = lower value. B-score at 10 µM. hit rate 3.4% among 64,000. AID 628;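 active = calcium fluorescence response, raw or row-and-column corrected B-score, differing from the plate sample mean either way at a set confidence level, mostly lower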
HER2 expr 66K – lowers expression of human Her2 kinase | SKBR-3 HER2 protein level, AlphaScreen, 18-24 h; stronger effect = lower value | AID 645 | hit rate 0.69% among 65,000 | P04626 | HER2 level % of control, % at 10 µM;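 active = HER2 level under 5% of the carrier-only control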;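 also: 100% = DMSO carrier and 0% = 500 nM PU-H71 HSP90 inhibitor; lower value means stronger loss of Her2 protein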
D1 allo mod – D1 dopamine receptor (human) allosteric modulation. P21728. HEK293 D1, CRE-luciferase, dopamine EC30 potentiation; actives deviate in either direction. B-score at 10 µM. hit rate 5.9% among 58,000;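 active = luminescence count or its row- and column-corrected plate score outside the 99.7% band of the plate's sample wells, on either side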
Starred values were filed as active, the others as inactive; nt = no result given; [ ] = another dose, or the depositor's remark.

SMILES | NADH coupling | Autofluor 339 | M1 ag | HTR1A agonist | E coli RNAP | Hsp90 inh | M1 antag | HER2 expr 66K | D1 allo mod
Oc1ccc(N2CCN(C(c3cccnc3)c3nnnn3Cc3ccccc3)CC2)cc1 (centres undefined) | 2.0% | 1.04 | -1.52 | -0.3 | 1.1 | 1.9 | -0.221 | 89.9 | -1.49
O=C(NCc1cccs1)C1CCN(c2nc3ccccc3o2)CC1 | 7.0% | 1.01 | -0.703 | 1.1 | 6.3 | -0.3 | -0.988 | 112.6 | -0.0843
Fc1ccc2nc(N3CCCCC3)sc2c1 | 9.0% | 1.09 | 0.758 | -1.4 | 2.2 | -1.4 | -0.184 | 77.7 | nt
Cc1cc(C(=O)OCC(=O)c2c(N)n(C)c(=O)n(C)c2=O)c(C)n1-c1ccccc1 | 4.0% | 1.1 | -1.09 | -0.2 | -0.6 | -0.9 | 0.467 | 67.3 | 1.15
Cc1cccc(N(CC(N)=O)S(C)(=O)=O)c1C | 3.0% | 1.04 | -0.435 | -0.3 | 9.2 | -4.0 | 0.057 | 104.8 | -0.282
COc1ccc(CNc2cc(C)ccc2C)c(OC)c1OC | 3.0% | 1.12 | -0.457 | 0.6 | 1.8 | -1.6 | -0.261 | 102.4 | 0.132
O=C(CSc1nnc(-c2ccncc2)o1)Nc1ccccc1Cl | 2.0% | 1.08 | -0.0115 | -1.6 | -4.4 | 0.7 | 0.0824 | 102.8 | -0.195
O=C(NCC(=O)N(c1ccc(F)cc1)C(C(=O)NCC1CCCO1)c1ccccc1)c1ccco1 (centres undefined) | 4.0% | 1.09 | 0.07 | -2.9 | 1.1 | -4.5 | -0.131 | 83.8 | -1.27
CC(NC(=O)Nc1ccccc1O)(C(F)(F)F)C(F)(F)F | 3.0% | 2.58* | -0.948 | 0.1 | 7.6 | 5.2 | -0.322 | 71.5 | 0.00053
COc1cc(C(=O)N2CCN(C(=O)Cc3ccccc3)CC2)cc(OC)c1OC | 4.0% | 1.11 | 0.554 | 1.8 | 1.8 | 3.8 | -0.747 | 128.8 | 0.617
Cc1ccc(-c2csc3ncnc(Sc4nnc(CN5CCCCCC5=O)o4)c23)cc1 | 9.0% | 1.13 | 0.168 | -3.4 | 6.8 | -3.4 | 0.298 | -25.4* | -2.32
NC(=O)NC1CCCc2c1[nH]c1ccc(Cl)cc21 (centres undefined) | 9.0% | 1.08 | -0.705 | -1.8 | -0.7 | -0.1 | 0.276 | 88.0 | -0.719
COc1ccc(OC)c2c1sc(=NC(=O)c1ccco1)n2C | 4.0% | 1.33 | -1.49 | -2.9 | 6.4 | -1.8 | -2.49 | 37.1 | 3.16*
COC(=O)c1cc(Cl)c(N)cc1OC | 5.0% | 1.09 | 1.83 | 2.4 | 1.9 | -3.2 | 1.08 | 139.0 | 0.146
CCN=C1SC(C(=O)Nc2ccc(Cl)c(Cl)c2)CC(=O)N1CC (centres undefined) | 1.0% | 1.04 | 6.65 | 0.2 | 4.3 | -1.8 | -0.501 | 80.8 | nt
CN1CCN(CCC(=O)Nc2ccc(F)c(F)c2)CC1 | 2.0% | 1.08 | nt | nt | 6.3 | nt | nt | 104.5 | 1.25
c1ccc2c(CNn3cnnc3)cccc2c1 | 3.0% | 1.16 | -0.376 | -0.9 | 5.9 | -6.7 | 1.07 | 81.4 | -0.773
c1ccc(Nc2nc(-c3cccnc3)cs2)nc1 | 7.0% | 1.14 | -2.75* | -1.6 | -3.8 | 1.8 | 0.655 | 98.3 | 0.841
Cc1ccc2c(c1)N(CCC(=O)NCc1cccnc1)C(=O)CO2 | 6.0% | 1.08 | 0.52 | -5.6 | 2.2 | -4.8 | 0.0487 | 79.2 | -0.218
CN(C)c1oc(-c2ccccc2Cl)nc1S(=O)(=O)c1ccccc1 | 7.0% | 1.15 | 0.523 | 0.7 | 3.2 | -2.6 | 0.421 | 99.9 | nt
CC(C)C(OC(=O)c1cc2sccc2n1C)C(=O)NCC1CCCO1 (centres undefined) | 7.0% | 1.09 | 0.709 | -2.8 | 4.9 | -3.3 | -0.0547 | 82.5 | -0.442
CN1CCN(C(=O)c2cc3c(n(-c4ccccc4)c2=O)CC(C)(C)CC3=O)CC1 | 7.0% | 1.04 | 0.016 | -1.8 | 5.0 | 3.1 | 0.647 | 99.0 | 0.679
Nc1nnnn1CC(=O)OCc1cccc(Br)c1 | 2.0% | 1.07 | -0.516 | -2.5 | 6.7 | 3.2 | -0.21 | 115.1 | nt
CCOC(=O)Cn1c(-c2nonc2NC(=O)c2ccccc2F)nc2ccccc21 | 3.0% | 1.34 | nt | nt | -4.6 | nt | nt | 73.4 | 0.00546
O=C(NCCc1ccccc1)c1cnc2sccn2c1=O | 10.0% | 1.98 | -2.71 | -1.0 | 8.3 | 0.6 | -0.0289 | 55.6 | -0.703
Cc1ccccc1Nc1nnc(SCC(=O)NCc2ccco2)s1 | 5.0% | 1.13 | -0.0345 | -0.1 | nt | -3.8 | 0.736 | 90.5 | -0.0164
CC(=O)c1ccc(NC(=O)C2CC(c3ccc(F)cc3)=NO2)cc1 (centres undefined) | 3.0% | 1.24 | -0.796 | -2.1 | 6.1 | -0.3 | -0.898 | 106.7 | -1.5
Cc1ccc(-n2ncc3c(NCCCn4ccnc4)ncnc32)c(C)c1 | 0.0% | 1.07 | -0.438 | -0.3 | 4.9 | -1.8 | -0.208 | 95.3 | nt
CN1CCN(c2cc(=O)n(C3CCCCC3)c(=O)[nH]2)CC1 | 2.0% | 1 | 0.0486 | -1.8 | 1.4 | -0.6 | 0.708 | 78.1 | -0.893
CC1=C(C(N)=O)C(c2cccnc2)n2nc(SCc3ccccc3Cl)nc2N1 (centres undefined) | 2.0% | 1.05 | -0.5 | -1.2 | 7.3 | -6.3 | -0.309 | 211.1 | -0.21
CC(=O)N1CCc2cc(NC(=O)c3ccc(C)cc3)ccc21 | 4.0% | 1.09 | 0.475 | -2.9 | -10.0 | 0.2 | 1.58 | 108.5 | -2.59*
COc1ccc(C)cc1NC(=O)c1cc2c(C)nc3ccccc3c2o1 | 7.0%[fluoresces] | 4.99* | -0.464 | -2.0 | -9.2 | -2.1 | -0.116 | 113.4 | 0.87
CC(CN1CCCCC1)OC(=O)c1ccccc1Cl (centres undefined) | 5.0% | 1.05 | -0.0373 | -2.0 | -3.6 | 1.3 | -0.488 | 80.0 | nt
Clc1ccccc1Nc1ncnc2c1nnn2Cc1ccccc1 | 12.0% | 1.17 | -0.473 | 2.0 | 6.7 | -1.4 | -0.214 | 106.2 | 1.33
COCCN1C(=O)c2oc3ccccc3c(=O)c2C1c1ccc(OC)c(OC)c1 (centres undefined) | 7.0% | 1.09 | -0.603 | 2.0 | 5.5 | -4.3 | 0.0277 | 104.1 | nt
COC(=O)c1ccc(=O)n(Cc2ccco2)c1 | 3.0% | 1.4 | -0.145 | 1.1 | -12.8 | -4.4 | 0.666 | 74.0 | -0.526
COCCOC(=O)C1=C(C)NC(=O)NC1c1c(OC)ncnc1OC (centres undefined) | 9.0% | 1.01 | 0.002 | -2.1 | 1.7 | 0.7 | -0.872 | 225.7 | -0.0902
COc1ccc(-n2ncc3c(N4CCCc5ccccc54)ncnc32)cc1 | 11.0% | 2.48* | -0.206 | -1.9 | -2.5 | -1.9 | 0.508 | 107.9 | 0.526
Cc1ccsc1C(=O)OCC(=O)N1CCOCC1 | 5.0% | 1.02 | -0.314 | -1.6 | 4.0 | 6.1 | -0.205 | 131.8 | 0.229
CCOc1ccccc1C(=O)N(Cc1ccco1)C1CCS(=O)(=O)C1 (centres undefined) | 4.0% | 1.07 | 0.463 | -0.3 | 3.2 | -2.4 | 0.469 | 98.1 | 0.0662
Cc1cccc2cc3c(NC(=O)CC(C)C)nn(C)c3nc12 | 11.0% | 2.85* | -0.447 | 2.0 | -9.3 | -1.8 | -0.00867 | 125.7 | 0.984
Cc1nonc1OCCn1nnnc1N | 7.0% | 1.01 | 0.0666 | 0.6 | 1.8 | -0.8 | -0.353 | 77.6 | 0.0113
CCOC(=O)c1ccc2c(c1)C(=O)N(C1CCCCC1)C2=O | 1.0% | 1.11 | -1.5 | -2.0 | -2.2 | -2.1 | 1.39 | 113.3 | 0.449
Clc1ccc(SCCn2cncn2)cc1 | 6.0% | 1.1 | -0.688 | -5.1 | 8.4 | -2.4 | 0.0146 | 80.2 | nt
CC(=O)OCC(=O)NCc1ccc2c(c1)OCO2 | 2.0% | 1.06 | -0.0408 | -3.6 | 6.9 | nt | 0.97 | 102.2 | 0.361
O=C(O)c1ccc(CNC(=O)c2ccc(Br)o2)cc1 | 5.0% | 1.13 | -0.98 | 2.4 | 3.2 | -7.4 | -0.00233 | 124.7 | -0.868
CSc1nnc(Cn2c(=O)sc3ccccc32)n1-c1cccc(Cl)c1 | 3.0% | 1.14 | -0.702 | -0.4 | 1.3 | 2.4 | 0.416 | 95.3 | 1.07
CCc1ccc(C2CC(c3ccc(C)cc3)Nc3nc(N)nn32)cc1 (centres undefined) | 9.0% | 1.29 | -0.514 | -0.9 | 1.9 | -4.6 | 0.0238 | 108.5 | 0.44

2 of the compounds above, with tabs:
compound	NADH coupling	Autofluor 339	M1 ag	HTR1A agonist	E coli RNAP	Hsp90 inh	M1 antag	HER2 expr 66K	D1 allo mod
Cc1nonc1OCCn1nnnc1N	7.0%	1.01	0.0666	0.6	1.8	-0.8	-0.353	77.6	0.0113
CCOC(=O)c1ccc2c(c1)C(=O)N(C1CCCCC1)C2=O	1.0%	1.11	-1.5	-2.0	-2.2	-2.1	1.39	113.3	0.449

Next section:
SMILES | NADH coupling | Autofluor 339 | M1 ag | HTR1A agonist | E coli RNAP | Hsp90 inh | M1 antag | HER2 expr 66K | D1 allo mod
CN(C)/C=C1\C=C(c2ccccc2)OC1=O | 10.0% | 0.98 | -1.29 | -1.0 | 5.4 | 0.4 | -0.214 | 91.5 | 0.0534
CCNC(=O)COC(=O)COc1ccc(Cl)cc1C | 6.0% | 1.05 | -0.558 | -2.9 | 7.0 | -0.3 | 0.566 | 73.7 | -1.36
Cc1cc(C)c2nc(N3CCC(C(=O)N4CCN(c5ncccn5)CC4)CC3)sc2c1 | 3.0% | 1.08 | -0.728 | -2.0 | 2.3 | 0.7 | 0.722 | 45.4 | 2.35
O=C(COC(=O)Cc1cccc(C(F)(F)F)c1)NCC1CCCO1 (centres undefined) | 3.0% | 1.01 | 0.329 | -2.7 | -7.9 | -2.1 | -0.658 | 77.8 | 1.35
CC(=O)Nc1nc2c(F)cccc2s1 | 6.0% | 1.06 | 0.48 | -0.9 | 1.7 | 0.1 | -0.0172 | 98.2 | -1.26
Clc1ccc(Oc2cccc(/C=N/n3cnnc3)c2)cc1 | 4.0% | 1.12 | -0.525 | 2.1 | 5.6 | -3.7 | -1.94 | 83.4 | -0.342
COc1ccccc1C(=O)N1CCN=C1SCc1cccnc1 | 2.0% | 1.06 | -0.143 | -0.1 | 6.9 | 5.0 | 0.0017 | 96.8 | -1.07
Cc1cc(C)nc(N2CCC(C(=O)NCc3cccc(C(F)(F)F)c3)CC2)n1 | 1.0% | 1.06 | 0.577 | -0.6 | 4.3 | 2.3 | -0.111 | 100.2 | -0.364
CCOC(=O)COn1c(=O)c(-c2ccc(OC)c(OC)c2)[n+]([O-])c2ccccc21 | 7.0% | 1.09 | -0.0613 | -3.3 | 5.7 | -2.2 | -1.25 | 71.7 | nt
CCOC(=O)C(C)Sc1nc2ccccc2c(=O)n1CC (centres undefined) | 4.0% | 1.07 | nt | -0.2 | -2.7 | -4.9 | nt | 85.5 | 0.997

Arranged by the number under E coli RNAP (lowest first): some entries from above.
SMILES	E coli RNAP
O=C(COC(=O)Cc1cccc(C(F)(F)F)c1)NCC1CCCO1 (centres undefined)	-7.9
CCOC(=O)C(C)Sc1nc2ccccc2c(=O)n1CC (centres undefined)	-2.7
COc1ccccc1C(=O)N1CCN=C1SCc1cccnc1	6.9
